Source: PubChem
TIM10 inh: inhibits growth of TIM10 yeast strain; S. cerevisiae TIM10 strain growth, BacTiter-Glo luminescence, 24 h; inhibition, % at 10 µM; 1.4% of 330,000 active; AID 463195;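 active means inhibition of 40% or more at the single tested concentration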;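 further: wild-type TIM10 isogenic control strain grown at permissive 25 °C; 0% = DMSO yeast wells and 100% = minimal medium wells without yeast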
Jurkat NFkB inh: lowers PMA/ionomycin-induced NF-kB signal in Jurkat cells. 0.53% of 330,000 active. inhibition, % at 4 µM. PMA/ionomycin-induced NF-kB luciferase reporter, luminescence; in the data active means inhibition above about 50%
tim23-1 inh: growth inhibitors of tim23-1 mutant yeast; S. cerevisiae tim23-1 growth, BacTiter-Glo luminescence, 24 h; inhibition, % at 20 µM; 1.3% of 330,000 active; AID 463212;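 active means growth inhibition of the mutant yeast at or above 50%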;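 further: temperature-sensitive mutant grown at 25 °C; plate controls were DMSO-treated mutant yeast for no effect and medium wells lacking yeast for full effect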
697 NFkB inh: inhibitors of the PMA/ionomycin-induced NF-kB reporter in 697 B cells | 0.33% of 330,000 active | inhibition, % at 4 µM | 697 B-cell NF-kB luciferase reporter, 16 h; in the data active means inhibition above about 35%
UPR XBP1 act: adaptive UPR (XBP1) activation; activation, % at 20 µM; CHO-XBP1 luciferase reporter, IRE1-XBP1 UPR activation, luminescence; percent of tunicamycin response, DMSO as zero; AID 463104; 0.33% of 330,000 active;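 active means versus positive control, 20 µM dose yields 30% or more activation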;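 further: 100% = tunicamycin at 10 µg/mL and 0% = DMSO only wells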
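incubation = overnight seeding at 37 °C, 6 h compound treatment at 37 °C | assay system = CHO-XBP1 cells stably carrying IRE1-XBP1-driven luciferase reporter | input = 1000 cells per well | detection = luciferase luminescence | dosing = single point, 20 µM final compound, 1% DMSO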
tim10-1 inh: growth inhibitors of tim10-1 mutant yeast | S. cerevisiae tim10-1 ts strain growth, BacTiter-Glo, 24 h | inhibition, % at 20 µM | 2.2% of 330,000 active | AID 463190;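 active means inhibition of at least 40%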;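 further: mutant grown at 25 °C; 0% = DMSO wells with yeast and 100% = wells holding no yeast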
Mdm2 MdmX PPI: inhibitors of human Mdm2/MdmX interaction | inhibition, % at 8 µM | AID 485346 | SaOS-2 split-luciferase Mdm2/MdmX complementation, luminescence | 3% of 330,000 active;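 active means inhibition of at least 50% at 8 µM in the primary screen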
Target sequence (O15151 whole entry, looked up): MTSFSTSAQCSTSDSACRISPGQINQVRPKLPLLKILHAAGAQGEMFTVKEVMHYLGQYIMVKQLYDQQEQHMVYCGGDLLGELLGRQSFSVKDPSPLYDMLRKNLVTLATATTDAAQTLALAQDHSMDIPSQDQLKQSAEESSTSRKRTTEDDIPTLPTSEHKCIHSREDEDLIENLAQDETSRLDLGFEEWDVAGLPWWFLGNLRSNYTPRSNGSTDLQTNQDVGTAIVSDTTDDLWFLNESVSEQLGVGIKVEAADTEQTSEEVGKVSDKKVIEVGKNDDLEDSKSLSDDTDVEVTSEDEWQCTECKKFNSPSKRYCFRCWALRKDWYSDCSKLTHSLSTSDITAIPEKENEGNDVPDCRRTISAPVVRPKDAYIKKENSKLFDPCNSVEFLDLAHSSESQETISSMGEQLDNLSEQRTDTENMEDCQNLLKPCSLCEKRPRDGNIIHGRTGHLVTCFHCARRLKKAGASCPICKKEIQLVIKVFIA
Target sequence (Q00987 whole entry, looked up): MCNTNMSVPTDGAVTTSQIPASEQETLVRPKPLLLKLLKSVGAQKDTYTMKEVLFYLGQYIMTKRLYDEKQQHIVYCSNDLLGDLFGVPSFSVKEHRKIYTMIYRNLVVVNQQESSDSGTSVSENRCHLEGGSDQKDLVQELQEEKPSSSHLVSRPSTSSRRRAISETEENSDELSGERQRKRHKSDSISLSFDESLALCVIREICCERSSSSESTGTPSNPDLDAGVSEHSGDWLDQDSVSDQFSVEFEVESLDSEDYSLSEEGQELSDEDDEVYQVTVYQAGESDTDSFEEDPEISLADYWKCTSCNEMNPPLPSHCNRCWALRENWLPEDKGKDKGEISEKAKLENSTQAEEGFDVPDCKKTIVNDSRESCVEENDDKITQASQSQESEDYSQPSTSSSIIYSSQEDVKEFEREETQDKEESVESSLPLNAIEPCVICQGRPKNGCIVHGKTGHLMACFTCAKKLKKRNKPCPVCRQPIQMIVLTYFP
CHOP UPR activ: activators of apoptotic arm of unfolded protein response (CHOP). CHO-CHOP luciferase reporter, UPR activation, luminescence; percent of tunicamycin response over DMSO baseline. activation, % at 10 µM. 0.34% of 330,000 active. AID 449763;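 active means at 10 µM dose, activation of 40% or more, normalized to positive control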;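 further: 100% = tunicamycin at 10 µg/mL and 0% = DMSO alone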
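Assay system: CHO cells with stable CHOP pathway luciferase reporter; Buffer or medium: F12 plus 10% serum; Times: 16-18 h cell attachment, then 6 h compound exposure, 37 °C; Signal: luciferase luminescence; Read-out basis: percent activation relative to tunicamycin control; Control set: tunicamycin high control, DMSO low control.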
Active calls of the source: *. An unsorted share of the library; about 6.6% have a hit in one of these screens.

Cc1noc(C)c1C(=O)OCC(=O)c1c[nH]c2ccccc12 was read as TIM10 inh 5, Jurkat NFkB inh -7, tim23-1 inh 16, 697 NFkB inh -6, UPR XBP1 act 3, tim10-1 inh 12, Mdm2 MdmX PPI -9 and CHOP UPR activ 0.4.
For COc1ccc(CNc2ccccc2)cc1Br the results were TIM10 inh -3, Jurkat NFkB inh -8, tim23-1 inh 16, 697 NFkB inh 18, UPR XBP1 act 4, tim10-1 inh 16, Mdm2 MdmX PPI 15 and CHOP UPR activ 0.7.
COc1ccc(CN(C)C(=O)c2cc(S(=O)(=O)Nc3ccccc3F)ccc2C)c(OC)c1 was read as TIM10 inh 8, Jurkat NFkB inh -24, tim23-1 inh 27, 697 NFkB inh 6, UPR XBP1 act -6, tim10-1 inh 28, Mdm2 MdmX PPI 6 and CHOP UPR activ 2.6.
CCC(C)NC(=O)c1ccc(CSCc2cccc(F)c2)o1 (stereo unspecified) was read as TIM10 inh 9, Jurkat NFkB inh -8, tim23-1 inh 16, 697 NFkB inh -12, UPR XBP1 act 1, tim10-1 inh 9, Mdm2 MdmX PPI 10 and CHOP UPR activ 1.2.
`CCc1noc(C)c1C(=O)NCCc1ccc(S(N)(=O)=O)cc1` gave TIM10 inh -5, Jurkat NFkB inh 14, tim23-1 inh -8, 697 NFkB inh 17, UPR XBP1 act -2, tim10-1 inh -14, Mdm2 MdmX PPI 5 and CHOP UPR activ 0.2.
`COc1cc(C=O)ccc1OCC(=O)Nc1cccc(S(=O)(=O)N(C)c2ccccc2)c1` gave TIM10 inh 3, Jurkat NFkB inh 0, tim23-1 inh 17, 697 NFkB inh 1, UPR XBP1 act 0, tim10-1 inh 16, Mdm2 MdmX PPI 5 and CHOP UPR activ -0.3.
For O=C1c2cc(O)cc(O)c2C(=O)c2c1cc(O)c([C@@H](CO)CCO)c2O the results were TIM10 inh 3, Jurkat NFkB inh 4, tim23-1 inh 3, 697 NFkB inh 4, UPR XBP1 act -2, tim10-1 inh 10, Mdm2 MdmX PPI -14 and CHOP UPR activ -1.9.
For Cn1c(=O)c2c(nc(NCc3cccnc3)n2Cc2ccc(Cl)cc2)n(C)c1=O the results were TIM10 inh -1, Jurkat NFkB inh -1, tim23-1 inh 20, 697 NFkB inh 28, UPR XBP1 act -3, tim10-1 inh 13, Mdm2 MdmX PPI -12 and CHOP UPR activ -2.0.
Screening O=C(c1cnn2c(C(F)F)cc(C3CC3)nc12)N1CCCC1 returned TIM10 inh 4, Jurkat NFkB inh -26, tim23-1 inh 12, 697 NFkB inh 13, UPR XBP1 act 0, tim10-1 inh 0, Mdm2 MdmX PPI 3 and CHOP UPR activ 5.2.
For O=C(Nc1nccs1)c1cc2c(s1)-c1ccccc1OC2 the results were TIM10 inh 22, Jurkat NFkB inh -75, tim23-1 inh 25, 697 NFkB inh -103, UPR XBP1 act 8, tim10-1 inh 59*, Mdm2 MdmX PPI -120 and CHOP UPR activ 4.4.
For CCC(=O)N1c2ccc(S(=O)(=O)N3CCCC3)cc2CC1C (stereo unspecified) the results were TIM10 inh -4, Jurkat NFkB inh 10, tim23-1 inh 9, 697 NFkB inh 7, UPR XBP1 act -3, tim10-1 inh 14, Mdm2 MdmX PPI 8 and CHOP UPR activ 1.2.
`CCC1S/C(=N\S(=O)(=O)c2cccs2)N(C2CCCCC2)C1=O` (stereo unspecified) gave TIM10 inh 7, Jurkat NFkB inh -11, tim23-1 inh 26, 697 NFkB inh -5, UPR XBP1 act -2, tim10-1 inh 31, Mdm2 MdmX PPI 13 and CHOP UPR activ 0.4.
Cc1ccccc1CN1[C@@H](C(C)C)COCCS1(=O)=O was read as TIM10 inh -10, Jurkat NFkB inh 4, tim23-1 inh -1, 697 NFkB inh 19, UPR XBP1 act -1, tim10-1 inh 17, Mdm2 MdmX PPI 21 and CHOP UPR activ 4.1.
`O=C(Cc1ccc(Cl)cc1)N1CCN(C(=O)c2ccco2)CC1` gave TIM10 inh 9, Jurkat NFkB inh -5, tim23-1 inh 9, 697 NFkB inh -6, UPR XBP1 act 2, tim10-1 inh 16, Mdm2 MdmX PPI -1 and CHOP UPR activ 1.6.
Screening CCOc1ccc(OCC)c(NC(=O)C2CCN(c3cnccn3)CC2)c1 returned TIM10 inh 14, Jurkat NFkB inh 15, tim23-1 inh 16, 697 NFkB inh -9, UPR XBP1 act -2, tim10-1 inh 15, Mdm2 MdmX PPI -9 and CHOP UPR activ -1.0.
O=C(c1ccc(NC2=NC3CS(=O)(=O)CC3S2)cc1)N1CCN(C(=O)c2ccco2)CC1 (stereo unspecified) was read as TIM10 inh -4, Jurkat NFkB inh 11, tim23-1 inh 6, 697 NFkB inh 8, UPR XBP1 act 0, tim10-1 inh -6, Mdm2 MdmX PPI 17 and CHOP UPR activ 1.5.
`N#Cc1ccc(-c2ccc(F)cc2)nc1Oc1ccc(F)cc1` gave TIM10 inh -12, Jurkat NFkB inh -5, tim23-1 inh 3, 697 NFkB inh 1, UPR XBP1 act -2, tim10-1 inh 4, Mdm2 MdmX PPI 15 and CHOP UPR activ -1.1.
For COc1ccc2c(Cl)c(C(=O)NCCCn3ccnc3)sc2c1Cl the results were TIM10 inh 11, Jurkat NFkB inh -30, tim23-1 inh 18, 697 NFkB inh -26, UPR XBP1 act 1, tim10-1 inh 21, Mdm2 MdmX PPI 25 and CHOP UPR activ -2.7.
Cc1ccc(OCC(=O)Nc2c(C)ccc3nsnc23)cc1 was read as TIM10 inh -3, Jurkat NFkB inh 8, tim23-1 inh -5, 697 NFkB inh -6, UPR XBP1 act -2, tim10-1 inh 9, Mdm2 MdmX PPI 15 and CHOP UPR activ 1.2.
c1csc(-c2nn3c(Cn4nnc5ccccc54)nnc3s2)c1 was read as TIM10 inh -17, Jurkat NFkB inh -1, tim23-1 inh -5, 697 NFkB inh 0, UPR XBP1 act 0, tim10-1 inh 19, Mdm2 MdmX PPI -9 and CHOP UPR activ -0.1.
`Cc1ccc(CN2CC(C(=O)N3CC(C)CC(C)C3)CC2=O)cc1` (stereo unspecified) gave TIM10 inh -3, Jurkat NFkB inh -1, tim23-1 inh -9, 697 NFkB inh 14, UPR XBP1 act -4, tim10-1 inh -13, Mdm2 MdmX PPI 16 and CHOP UPR activ 0.3.
`O=C(c1ccc(-c2ccccc2)cc1)N1CCN(c2ccccc2F)CC1` gave TIM10 inh 12, Jurkat NFkB inh 5, tim23-1 inh 31, 697 NFkB inh -5, UPR XBP1 act -3, tim10-1 inh 9, Mdm2 MdmX PPI 18 and CHOP UPR activ 3.1.
COc1ccc(OCC(=O)Nc2ccc3c(c2)nc(CCNC(C)=O)n3C)cc1 was read as TIM10 inh -9, Jurkat NFkB inh -5, tim23-1 inh 8, 697 NFkB inh 11, UPR XBP1 act 1, tim10-1 inh 9, Mdm2 MdmX PPI 3 and CHOP UPR activ -1.5.
For Cc1ccccc1NC(=O)c1nn(-c2ccc(F)c(F)c2)ccc1=O the results were TIM10 inh -5, Jurkat NFkB inh 9, tim23-1 inh -3, 697 NFkB inh 14, UPR XBP1 act -1, tim10-1 inh -8, Mdm2 MdmX PPI -3 and CHOP UPR activ 3.7.
`CC1=C([N+](=O)[O-])C(c2ccccc2C(F)(F)F)NC(=O)N1C` (stereo unspecified) gave TIM10 inh 9, Jurkat NFkB inh 16, tim23-1 inh 6, 697 NFkB inh 3, UPR XBP1 act -2, tim10-1 inh 4, Mdm2 MdmX PPI 4 and CHOP UPR activ -2.2.
CCC(=O)Nc1ccc(C(=O)CSc2nc3ccccc3cc2CC)cc1 was read as TIM10 inh 28, Jurkat NFkB inh -1, tim23-1 inh 18, 697 NFkB inh -70, UPR XBP1 act -1, tim10-1 inh 24, Mdm2 MdmX PPI 23 and CHOP UPR activ -0.4.
Screening Cc1nc2c(C)[n+](CC(=O)c3ccccc3)ccc2n1C returned TIM10 inh -9, Jurkat NFkB inh -46, tim23-1 inh 0, 697 NFkB inh -3, UPR XBP1 act -2, tim10-1 inh -12, Mdm2 MdmX PPI 11 and CHOP UPR activ -2.3.
COc1cc(NC(=O)C2Cc3ccccc3CN2S(C)(=O)=O)cc(OC)c1 (stereo unspecified) was read as TIM10 inh -15, Jurkat NFkB inh -10, tim23-1 inh -1, 697 NFkB inh 19, UPR XBP1 act -3, tim10-1 inh 0, Mdm2 MdmX PPI 19 and CHOP UPR activ -1.8.
Screening CCCCCCCCC(=O)N/N=C/c1ccccn1 returned TIM10 inh 3, Jurkat NFkB inh 8, tim23-1 inh 24, 697 NFkB inh 13, UPR XBP1 act -3, tim10-1 inh 34, Mdm2 MdmX PPI 9 and CHOP UPR activ 0.8.
CC1Nc2ncnc(N3CCN(c4ccccn4)CC3)c2N(Cc2ccccc2)C1=O (stereo unspecified) was read as TIM10 inh 8, Jurkat NFkB inh 10, tim23-1 inh 13, 697 NFkB inh 7, UPR XBP1 act 0, tim10-1 inh 6, Mdm2 MdmX PPI 23 and CHOP UPR activ -0.8.
`CC(=O)c1ccc(NC(=O)CCNS(=O)(=O)c2cccc3nonc23)cc1` gave TIM10 inh -9, Jurkat NFkB inh -11, tim23-1 inh 8, 697 NFkB inh -7, UPR XBP1 act 2, tim10-1 inh 24, Mdm2 MdmX PPI 0 and CHOP UPR activ 1.5.
Screening NNC(=S)Nc1cc(S(=O)(=O)N2CCOCC2)ccc1N1CCOCC1 returned TIM10 inh 9, Jurkat NFkB inh -9, tim23-1 inh 2, 697 NFkB inh 15, UPR XBP1 act 0, tim10-1 inh 30, Mdm2 MdmX PPI 11 and CHOP UPR activ 1.5.
`CN(C)c1nc(Cl)nc(NCCOc2ccccc2)n1` gave TIM10 inh -7, Jurkat NFkB inh -5, tim23-1 inh 2, 697 NFkB inh -31, UPR XBP1 act -1, tim10-1 inh -1, Mdm2 MdmX PPI 7 and CHOP UPR activ 2.4.

Arranged by heavy-atom count (largest number first): six of the compounds above.
CC1Nc2ncnc(N3CCN(c4ccccn4)CC3)c2N(Cc2ccccc2)C1=O (stereo unspecified) was read as TIM10 inh 8, Jurkat NFkB inh 10, tim23-1 inh 13, 697 NFkB inh 7, UPR XBP1 act 0, tim10-1 inh 6, Mdm2 MdmX PPI 23 and CHOP UPR activ -0.8.
COc1cc(NC(=O)C2Cc3ccccc3CN2S(C)(=O)=O)cc(OC)c1 (stereo unspecified) was read as TIM10 inh -15, Jurkat NFkB inh -10, tim23-1 inh -1, 697 NFkB inh 19, UPR XBP1 act -3, tim10-1 inh 0, Mdm2 MdmX PPI 19 and CHOP UPR activ -1.8.
Screening NNC(=S)Nc1cc(S(=O)(=O)N2CCOCC2)ccc1N1CCOCC1 returned TIM10 inh 9, Jurkat NFkB inh -9, tim23-1 inh 2, 697 NFkB inh 15, UPR XBP1 act 0, tim10-1 inh 30, Mdm2 MdmX PPI 11 and CHOP UPR activ 1.5.
`CC1=C([N+](=O)[O-])C(c2ccccc2C(F)(F)F)NC(=O)N1C` (stereo unspecified) gave TIM10 inh 9, Jurkat NFkB inh 16, tim23-1 inh 6, 697 NFkB inh 3, UPR XBP1 act -2, tim10-1 inh 4, Mdm2 MdmX PPI 4 and CHOP UPR activ -2.2.
Screening Cc1nc2c(C)[n+](CC(=O)c3ccccc3)ccc2n1C returned TIM10 inh -9, Jurkat NFkB inh -46, tim23-1 inh 0, 697 NFkB inh -3, UPR XBP1 act -2, tim10-1 inh -12, Mdm2 MdmX PPI 11 and CHOP UPR activ -2.3.
`CN(C)c1nc(Cl)nc(NCCOc2ccccc2)n1` gave TIM10 inh -7, Jurkat NFkB inh -5, tim23-1 inh 2, 697 NFkB inh -31, UPR XBP1 act -1, tim10-1 inh -1, Mdm2 MdmX PPI 7 and CHOP UPR activ 2.4.
